# GSTO1 counter = blocks human GSTO1 in RBBP9 counter-screen; recombinant GSTO1, activity-based probe fluorescence polarization; inhibition, % at 5.96 µM; 300,000 compounds, 1.1% hits;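 active means inhibition above the campaign mean inhibition plus 3 SD, cut at about 35% in these data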;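 further: 0% = GSTO1-1 with DMSO and 100% = wells lacking GSTO1-1 enzyme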
# Target sequence (P78417 whole entry, looked up): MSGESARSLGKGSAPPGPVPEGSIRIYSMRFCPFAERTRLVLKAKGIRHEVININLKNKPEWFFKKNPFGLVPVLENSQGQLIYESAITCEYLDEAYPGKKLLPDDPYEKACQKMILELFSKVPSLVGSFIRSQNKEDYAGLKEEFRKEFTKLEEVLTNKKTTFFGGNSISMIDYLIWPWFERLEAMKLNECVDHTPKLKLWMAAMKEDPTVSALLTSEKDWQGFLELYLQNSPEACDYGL
# ZTA DNA inh = blocks Epstein-Barr virus ZTA, an EBNA-1 counter-screen; 320,000 compounds, 0.15% hits; inhibition, % at 11 µM; P03206; ZTA-DNA binding, fluorescence polarization; in the data active means inhibition above about 33%
# Target sequence (P03206 whole entry, looked up): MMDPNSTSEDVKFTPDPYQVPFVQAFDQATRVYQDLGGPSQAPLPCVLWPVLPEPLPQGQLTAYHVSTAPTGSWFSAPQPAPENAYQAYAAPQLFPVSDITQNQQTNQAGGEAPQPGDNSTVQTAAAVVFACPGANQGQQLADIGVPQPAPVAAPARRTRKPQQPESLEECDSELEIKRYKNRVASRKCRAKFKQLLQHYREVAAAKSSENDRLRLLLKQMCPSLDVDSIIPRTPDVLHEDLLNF
# PAD4 inh = inhibitors of human PAD4. Q9UM07. recombinant PAD4, RCA probe fluorescence polarization. inhibition, % at 6.36 µM. 330,000 compounds, 0.41% hits. AID 485272;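 active means percent inhibition above a cutoff equal to the mean of all tested compounds plus 3 SD, cut at about 15% in these data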;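 further: 0% = PAD4 with RCA probe and DMSO and 100% = probe without PAD4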
# EBNA-1 inhibitor = blocks EBNA-1 binding to DNA; EBNA-1 DNA binding, fluorescence polarization; inhibition, % at 14.8 µM; 300,000 compounds, 0.34% hits; in the data active means inhibition above about 28%
# LYPLA2 counter = LYPLA2 (human) inhibition in PME1 counter-screen | O95372 | recombinant LYPLA2, FP-Rh probe fluorescence polarization | inhibition, % at 5.9 µM | 320,000 compounds, 0.38% hits;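 active means inhibition above the screen-wide mean plus 3 SD, limit set per campaign, cut at about 26% in these data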;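 further: 0% = LYPLA2 with DMSO and 100% = wells lacking LYPLA2 enzyme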
# Target sequence (O95372 whole entry, looked up): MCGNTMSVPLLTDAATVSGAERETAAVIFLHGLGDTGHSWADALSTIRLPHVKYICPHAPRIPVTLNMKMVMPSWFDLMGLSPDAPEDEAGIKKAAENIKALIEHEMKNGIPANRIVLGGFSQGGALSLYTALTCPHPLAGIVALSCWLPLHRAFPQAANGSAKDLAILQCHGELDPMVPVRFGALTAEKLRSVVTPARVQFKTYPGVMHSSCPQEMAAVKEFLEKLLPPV
# PAFAH2 inh = inhibitors of human PAFAH2. Q99487. recombinant PAFAH2, FP-rhodamine activity probe, fluorescence polarization. inhibition, % at 3.39 µM. 340,000 compounds, 0.99% hits. AID 492956;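 active means inhibition above the mean over all tested compounds plus 3 SD, cut at about 30% in these data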;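 further: inhibitors block probe labeling of enzyme so polarization drops; 0% = enzyme with DMSO and 100% = wells lacking PAFAH2 protein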
# PAFAH1B3 inh = inhibitors of human PAFAH1B3. recombinant PAFAH1B3, FP-rhodamine probe, fluorescence polarization. AID 492972. inhibition, % at 3.39 µM. 340,000 compounds, 0.28% hits;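 active means inhibition above the screen-wide average of all tested compounds plus 3 SD, cut at about 25% in these data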;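 further: 0% = enzyme with DMSO only and 100% = wells lacking PAFAH1B3 protein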
# Target sequence (Q15102 whole entry, looked up): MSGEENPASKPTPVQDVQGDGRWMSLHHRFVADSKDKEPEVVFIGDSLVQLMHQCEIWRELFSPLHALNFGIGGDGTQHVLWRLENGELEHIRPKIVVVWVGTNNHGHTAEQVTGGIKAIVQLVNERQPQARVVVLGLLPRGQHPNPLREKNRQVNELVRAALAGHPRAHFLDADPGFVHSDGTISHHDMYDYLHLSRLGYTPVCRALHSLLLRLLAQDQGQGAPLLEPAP
# PREPL inh = inhibitors of human prolyl oligopeptidase-like enzyme PREPL; Q4J6C6; recombinant PREPL, fluorescence polarization activity-based probe; inhibition, % at 5.96 µM; 320,000 compounds, 0.68% hits; AID 2751; in the data active means inhibition above about 43%;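 further: 0% = enzyme with DMSO and 100% = wells lacking enzyme; many of its hits are not listed in these tables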
# LYPLA1 inh = LYPLA1 (human) inhibition in PME1 counter-screen. recombinant LYPLA1, FP-Rh probe fluorescence polarization. 320,000 compounds, 0.16% hits. inhibition, % at 5.9 µM;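 active means inhibition above the mean of all tested compounds plus 3 SD, set per campaign, cut at about 14% in these data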;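 further: inhibitors block serine hydrolase probe labeling of LYPLA1 so polarization falls; 0% = enzyme with DMSO and 100% = wells lacking LYPLA1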
# Starred values were filed as active, the others as inactive; / = not tested or not shown.
SMILES,GSTO1 counter,ZTA DNA inh,PAD4 inh,EBNA-1 inhibitor,LYPLA2 counter,PAFAH2 inh,PAFAH1B3 inh,PREPL inh,LYPLA1 inh
CC1CC(C)CN(Cc2nc(N)nc(Nc3ccccc3)n2)C1 (stereo not drawn),-2,0,3,-4,0,-3,8,7,-2
Cc1ccc2nc(SCC(=O)NCc3ccc(F)cc3)nc(=O)n2c1,-3,2,7,11,-4,-12,3,0,5
CCC1(CC)NC(=O)N(CC(=O)OCC(=O)Nc2ccc(OC(F)(F)F)cc2)C1=O,/,5,1,/,-3,-3,11,7,-2
Cc1cccc(C(=O)N/N=C/c2ccc3c(c2)OCO3)n1,1,-1,-5,2,2,-5,-5,6,-4
COc1ccc2c(=O)cc(-c3cccnc3)oc2c1OC,8,1,-1,8,7,-7,-1,10,-1
Cc1ccc(NC2=NCC(=O)N2Cc2ccc3c(c2)OCO3)cc1,2,1,7,-3,6,2,5,-32,-1
O=C(c1ccccc1)c1ccc(N2CCN(C(=O)c3cccc(F)c3F)CC2)c(F)c1,-2,13,-3,12,5,-5,2,3,0
COc1ccccc1-n1c(SCC(=O)Nc2cc(C)on2)nc2c([nH]c3ccccc32)c1=O,-3,22,-5,2,-6,-5,5,11,-3
COc1cc(CC(=O)OCC(=O)NC2CC2)cc(OC)c1OC,-3,7,-2,8,1,9,13,2,3
Cc1ccc2nc(SC(C(=O)Nc3ccc(F)cc3)c3ccccc3)[nH]c2c1 (stereo not drawn),-6,9,2,0,-30,-13,-14,-14,-16
COc1cc(/C=N/Nc2cc(C)nc(NS(=O)(=O)c3ccccc3)n2)ccc1O,4,1,5,-2,-4,8,4,-2,-1
COc1cccc(CCNC(=O)C2CCCN(c3ncnc4c3nc3n4CCCCC3)C2)c1OC (stereo not drawn),0,10,-4,3,-4,-5,3,8,0

# 6 compounds picked at random from those above:
SMILES,GSTO1 counter,ZTA DNA inh,PAD4 inh,EBNA-1 inhibitor,LYPLA2 counter,PAFAH2 inh,PAFAH1B3 inh,PREPL inh,LYPLA1 inh
COc1ccccc1-n1c(SCC(=O)Nc2cc(C)on2)nc2c([nH]c3ccccc32)c1=O,-3,22,-5,2,-6,-5,5,11,-3
COc1ccc2c(=O)cc(-c3cccnc3)oc2c1OC,8,1,-1,8,7,-7,-1,10,-1
O=C(c1ccccc1)c1ccc(N2CCN(C(=O)c3cccc(F)c3F)CC2)c(F)c1,-2,13,-3,12,5,-5,2,3,0
Cc1ccc(NC2=NCC(=O)N2Cc2ccc3c(c2)OCO3)cc1,2,1,7,-3,6,2,5,-32,-1
CCC1(CC)NC(=O)N(CC(=O)OCC(=O)Nc2ccc(OC(F)(F)F)cc2)C1=O,/,5,1,/,-3,-3,11,7,-2
Cc1cccc(C(=O)N/N=C/c2ccc3c(c2)OCO3)n1,1,-1,-5,2,2,-5,-5,6,-4

# 3 entries out of the list above, sorted by the value under PAFAH2 inh, smallest number first:
structure	PAFAH2 inh
Cc1ccc2nc(SCC(=O)NCc3ccc(F)cc3)nc(=O)n2c1	-12
O=C(c1ccccc1)c1ccc(N2CCN(C(=O)c3cccc(F)c3F)CC2)c(F)c1	-5
CC1CC(C)CN(Cc2nc(N)nc(Nc3ccccc3)n2)C1 (stereo not drawn)	-3

# (cont.)
SMILES,GSTO1 counter,ZTA DNA inh,PAD4 inh,EBNA-1 inhibitor,LYPLA2 counter,PAFAH2 inh,PAFAH1B3 inh,PREPL inh,LYPLA1 inh
O=C(/C(=N\Nc1ccc(Br)cc1)Sc1nnnn1-c1ccccc1)c1ccccc1,1,8,-3,8,-3,8,11,17,-4
CCOc1ccc(S(=O)(=O)N2CCN(C(=O)CCC(=O)N3CCOCC3)CC2)cc1,-5,-10,-2,-10,7,6,-6,2,2
O=C(NC(Cc1ccccc1)C(=O)O)c1ccc(S(=O)(=O)N2CCOCC2)cc1 (stereo not drawn),-6,1,2,7,3,-3,3,4,1
CC(C)(C)CC(=O)NC(=S)NCc1ccccc1,3,-9,-2,-12,-4,2,8,4,-1
NS(=O)(=O)c1ccc(NC(=O)CCCC(=O)O)cc1,1,4,-1,7,-2,-3,4,-9,-3
CC1=C(C(=O)OC(C)C)C(c2cccc(F)c2)N2C(=O)C(C)SC2=N1 (stereo not drawn),-3,-7,2,2,4,3,2,-4,4
COc1cc(CNCc2cccs2)ccc1OCc1cccs1,4,-4,3,2,5,-1,-6,-8,1
Cc1cccc(NC(=O)N[C@@H](C)C(=O)O)c1,-9,-1,1,-1,-2,7,0,0,2
CCc1noc(C)c1C(=O)N1CCCC(C(=O)c2ccc(OC)c(F)c2)C1 (stereo not drawn),4,-12,-2,-7,-1,-5,-5,18,-2
COc1cc2cnncc2cc1OC,-2,0,-4,-3,2,-5,8,3,1
COC(=O)c1cc([N+](=O)[O-])ccc1N1CCN(Cc2ccccc2)CC1,-1,5,5,-6,7,-3,-8,12,1
Cn1c(CCN2CCOCC2)nc2cc(NC(=O)COc3ccc([N+](=O)[O-])cc3)ccc21,-1,8,-8,-5,5,10,6,18,2
CCNCCC(=O)N1c2ccccc2Sc2ccc(NC(=O)OCC)cc21,3,4,-7,-14,-4,-4,1,19,-3
CC(=O)c1cccc(NC(=O)Cn2cnc(S(=O)(=O)N3CCC(C)CC3)c2)c1,-4,9,-6,-3,-1,-1,11,6,-6
CNc1nc(N)c(C(=O)Nc2cc(C)on2)s1,13,1,0,-2,-3,-11,13,2,-1
CCN(CC)c1ccc(/C=N/n2nnnc2N)c(O)c1,8,2,8,3,9,3,3,0,3
COC(=O)c1ccc(CNC(=O)C2CCC(=O)N(CCCc3ccccc3)C2)cc1 (stereo not drawn),11,-9,7,-11,-10,7,-4,10,-1
O=C(Nc1cccc(Cl)c1)OCCN1CCN(Cc2ccccc2)CCC1=O,2,10,4,4,-3,5,5,-22,-1
CC(C)(C)c1nnc2sc(SC/C(O)=C(\C#N)c3nc4ccccc4[nH]3)nn2c1=O,18,-1,-8,9,-1,9,12,8,-4
O=C(CSc1nc2cc(Cl)ccc2s1)c1ccco1,2,3,-5,-3,8,-1,-3,-21,0
COc1ccc2[nH]cc(C=O)c2c1,1,7,-3,-4,4,-4,5,4,-4
Cc1c(Br)c([N+](=O)[O-])nn1CC(=O)NCCc1ccc(Cl)cc1,-6,-7,-2,5,-7,6,-10,20,-2
CCN1CCN(CCn2c(=S)[nH]c3cc4c(cc3c2=O)OCO4)CC1,5,-11,-3,1,5,3,2,10,4
Cc1cc(/N=C/C=C2\N(C)c3ccccc3C2(C)C)n(CCC#N)n1,2,-12,-4,9,1,4,-1,2,4
Cc1cc(S(=O)(=O)Nc2c(NC3CCCCC3)c3ccccc3oc2=O)ccc1F,1,4,3,15,9,-1,8,6,-2
COC(=O)c1ccccc1NC(=O)CSc1nnc(-c2cccnc2)n1C,-6,-3,2,7,-5,4,-1,1,-1
O=C(NCCCN1CCCC1=O)c1cccc(S(=O)(=O)N2CCN(c3ccccc3)CC2)c1,-1,-3,-4,0,4,2,8,-23,1
COc1cccc(NC(=O)CCN2C(=O)c3ccccc3S2(=O)=O)c1,5,1,1,5,1,1,3,7,3
Cc1ccccc1NC(=O)c1ccc(F)c(S(=O)(=O)N2CCN(c3ccccn3)CC2)c1,-4,-1,-3,-9,10,11,-3,4,-2
COc1ccc(-c2cn3cc(C)ccc3n2)cc1Br,-4,0,-3,11,1,3,-1,1,-4
COc1ccc2c(c1)c(CCN1C(=O)c3ccccc3C1=O)cn2C(=O)c1ccco1,-3,-15,0,10,4,1,-1,-1,0
CCN(CC)S(=O)(=O)c1ccc(-c2nnc(SCC(=O)N3CCOCC3)o2)cc1,3,12,0,-2,-1,6,-3,12,2
CC(C)(C)OC(=O)N1CSC[C@H]1C(=O)NC[C@H](CC(=O)O)c1ccc(Cl)cc1,5,-4,0,-19,-4,3,4,10,2
CCOc1ccc(OCCOCCOc2ccccc2Cl)cc1,-2,9,-9,8,2,1,7,12,-5
CC(=O)C1=C(O)C(=O)OC1c1ccc(Cl)cc1 (stereo not drawn),6,-6,4,6,1,6,9,5,2
Cc1ccc(C)c(Nc2nc3ccccc3n3cnnc23)c1,-3,-11,-2,-6,0,5,3,14,-2
O=C(OCC#CCSc1nnc(-c2cccc3ccccc23)o1)c1cccs1,2,-12,1,-9,-7,-2,-1,6,-4
O=C(NCCc1ccccc1)c1ccccc1Cl,-3,-23,-2,-4,-6,3,9,5,0
COc1ccc(C(=O)Nc2ccccc2C(=O)Nc2ccc(C(=O)O)cc2)cc1,-2,-1,-1,3,9,4,1,14,8
COc1ccc2cc(C#N)c(SCC(=O)Nc3nonc3C)nc2c1,-3,8,-2,3,-8,2,10,15,-5
COc1ccc(C(=S)N2CCOCC2)cc1OS(=O)(=O)c1ccc(Br)cc1,2,-13,3,2,7,3,9,4,3
N#Cc1ccccc1Sc1ccccc1C(=O)OCC(=O)NC1CCCCC1,0,8,-4,15,1,31*,-11,-7,-7
Cc1cc(NS(=O)(=O)c2ccc(NC(=O)C(C)Oc3ccc(C(C)C)cc3)cc2)no1 (stereo not drawn),-1,18,-1,-6,2,0,-8,-7,-5
CC1(C(=O)O)CCC(C(=O)Nc2ccc(S(N)(=O)=O)cc2)C1(C)C (stereo not drawn),4,-5,4,10,3,-3,5,-3,3
CCCCn1nnnc1SCC(=O)Nc1ccc(N(C)C)cc1,-6,-9,4,10,0,3,9,15,-1
Cc1cccc(N2CCN(C(=O)CC(NC(=O)c3ccccc3)c3ccccc3)CC2C)c1 (stereo not drawn),-1,12,-8,-4,1,-7,6,5,2
Cc1ccc(C(=O)NCCN2CCOCC2)cc1Cl,-5,-7,-6,-10,-3,-4,-1,17,1
O=C(COc1ccccc1Cl)NCCc1ccc2c(c1)OCCO2,2,-2,-4,9,4,-1,-6,-15,1
CCCCNC(=S)NC(C)(C)CO,-2,-15,-3,3,2,-3,-4,13,2
Cc1c(NC(=O)CN2C(=O)NC(C)(c3ccc(Cl)cc3)C2=O)c(=O)n(-c2ccccc2)n1C (stereo not drawn),1,17,1,6,6,-6,2,4,3
CCOc1cccc2cc(C(=O)Nc3ccccc3-c3ccccc3)c(=O)oc12,-1,1,-13,-5,-3,-5,3,-4,2
O=C(CCCSc1ccccc1)Nc1nc(-c2ccco2)c(-c2ccco2)s1,-9,-2,-17,-3,7,6,3,27,-10
Cc1ccc(-n2ncc(C(=O)N3CCc4ccccc4C3)c2NC(=O)c2ccco2)cc1C,3,-11,1,-11,-8,35*,-5,14,-4
CN1C(=O)CSc2ccc(NC(=O)N3CCc4ccccc43)cc21,1,10,3,11,-3,1,2,8,-1
CCOC(=O)c1oc2cc(OCC(N)=O)ccc2c(=O)c1-c1ccc(OC)c(OC)c1,5,4,1,11,-1,4,-1,2,0
CCOc1ccc(-c2cc(C(=O)NCC3CCCO3)c3ccccc3n2)cc1 (stereo not drawn),-4,3,-2,-5,-8,0,1,2,-1
COc1ccc2nc(Nc3nc(CSc4nnnn4-c4ccccc4)cc(=O)[nH]3)nc(C)c2c1,2,2,-6,-8,-2,2,4,9,-4
N#Cc1nc(-c2ccco2)oc1N1CCCC1,-1,2,2,0,-3,2,8,5,1
O=C(NCc1cccnc1)c1ccc(COc2cccc3ccccc23)o1,0,-25,-2,-15,-4,2,1,0,-4
O=C1Nc2cc(Cl)ccc2Nc2cscc21,7,-6,4,5,-3,-3,3,9,-3
Cc1nc(-c2ccc(C(=O)N3CCCC3)cc2)cs1,10,-23,2,-9,9,4,-3,2,1
CCOc1ccccc1C(=O)NCC(=O)N(C)Cc1ccccc1C,-3,-15,-3,-15,6,-4,7,-9,0
CCC1=C(OC(=O)N(CC)CC)N2C(=O)OC(=NCCc3c[nH]c4ccccc34)[C@]2(C)[C@H]2C1=CC[C@H]1C(=O)N(CC(=O)OC)C(=O)[C@H]12,-1,-1,3,-5,2,2,12,13,1

# Only part of the results is shown. The share of hits here may be higher or lower than overall.
